# RORg inh: ROR gamma (mouse) transcription inhibition | 310,000 compounds, 5.4% hits | P51450 | Potency, µM (highest dose often 53.6 µM), without a hit: at the highest dose activity change, negative = inhibition, most hits filed as inhibitors | AID 2551 | Drosophila S2 Gal4-RORgamma UAS-luciferase reporter, 20 h; further: on the % scale 0 is the no-effect control and ±100 the full control effect; nearly all actives have a fitted effect of over 60% in size
# Target sequence (P51450 whole entry, looked up, the tested form may be a part): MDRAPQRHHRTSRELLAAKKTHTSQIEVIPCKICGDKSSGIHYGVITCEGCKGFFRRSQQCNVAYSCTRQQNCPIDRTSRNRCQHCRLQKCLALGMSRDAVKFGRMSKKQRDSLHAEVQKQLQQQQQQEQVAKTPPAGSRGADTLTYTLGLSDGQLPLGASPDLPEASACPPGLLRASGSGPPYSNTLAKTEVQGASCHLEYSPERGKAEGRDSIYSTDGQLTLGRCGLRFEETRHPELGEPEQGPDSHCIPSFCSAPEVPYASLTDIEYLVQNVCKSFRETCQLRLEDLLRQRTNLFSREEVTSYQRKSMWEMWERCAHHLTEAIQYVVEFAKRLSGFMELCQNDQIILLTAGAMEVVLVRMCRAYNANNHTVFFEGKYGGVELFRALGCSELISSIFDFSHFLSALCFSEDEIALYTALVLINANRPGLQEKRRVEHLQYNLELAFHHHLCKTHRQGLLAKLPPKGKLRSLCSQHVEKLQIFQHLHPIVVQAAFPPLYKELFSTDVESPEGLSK
#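 ROR gamma transcriptional activity was tracked as Gal4-UAS luciferase output in stably transfected Drosophila Schneider cells, with compound added 1 hr before 700 uM copper sulfate induction and a 20 hr ambient-temperature incubation.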
# p53 reactivation: re-activators of mutant p53; H1299 p53-A138V BP100-luciferase reporter, luminescence, 24 h; Potency, µM (top dose mostly 92.2 µM), inactives show at the top dose activity change, positive = activation, hits mostly activators; 320,000 compounds, 0.063% hits; further: % of control where 0% means no effect; nearly all actives have a fitted effect of over 45% in size
#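 H1299 (p53-null), stable ts p53-A138V + BP100-Luc; 1000 cells/well, Opti-MEM/10% FBS; cpd 4 pt, 1:5; 24 h, 37 deg C, 5% CO2; detection reagent 10 min RT; luminescence.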
# CXXC DNA block: inhibitors of human MLL CXXC domain-DNA interaction; AID 2662; MLL-CXXC / FITC-HOXA9 DNA fluorescence polarization; Potency, µM (highest dose often 115 µM), without a hit: top-dose activity change, negative = inhibition, actives largely listed as inhibitors; 290,000 compounds, 0.037% hits; active means well fitted inhibition curve with a large enough effect in the polarisation, with a control signal flat, not every such curve was filed as active; inconclusive means small, poorly fitted or top-dose-only effect, or effect the other way, or a change in a side signal; inactive means no such curve, though single readings can be large or run the other way; the % refers to the polarisation
#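 Fluorescence polarization: 7 uM MLL-CXXC (stock) preincubated 5 min with compounds, then 50 nM fluorescein-HOX-A9 DNA (stock) added; 30 min ambient. Buffer 50 mM Tris-HCl pH 7.5, 50 mM NaCl, 1 mM DTT, 0.05% BSA.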
# BRCA1 expr act: BRCA1 expression activation | MCF7-BRCA1-FFLuc reporter, luminescence, 48 h; response scale: scaled: vehicle 0%, 10 µM genistein 100% | Potency, µM (titrated, usually from 46.1 µM), for the others: at the top dose activation, usual class: activators | 380,000 compounds, 1.1% hits; further: nearly all actives have a fitted effect of over 80% in size; some results filed as inactive show a strong effect at the top dose
#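 Activators of BRCA1 expression were detected as increased firefly luciferase luminescence in engineered MCF7 cells after 48 h compound incubation. Signals were scaled to genistein 10 microM as full activation.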
# MBNL1 CUG block: MBNL1-poly(CUG) RNA binding inhibition | AID 2675 | Potency, µM (top dose mostly 57.5 µM), for inactives: at the highest dose activity change, negative = inhibition, most hits filed as inhibitors | 280,000 compounds, 0.036% hits | Q9NR56 | TR-FRET MBNL1-His/biotin-(CUG)12 binding, 665/545 ratio; active means well fitted inhibition curve with a large enough effect in the signal ratio, with a control signal flat, not every such curve was filed as active; inconclusive means small, poorly fitted or top-dose-only effect, or effect the other way, or a change in a side signal; inactive means no such curve, though single readings can be large or run the other way; the % refers to the signal ratio; further: on the % scale 0 is the no-effect control and ±100 the full control effect
# Target sequence (Q9NR56 whole entry, looked up): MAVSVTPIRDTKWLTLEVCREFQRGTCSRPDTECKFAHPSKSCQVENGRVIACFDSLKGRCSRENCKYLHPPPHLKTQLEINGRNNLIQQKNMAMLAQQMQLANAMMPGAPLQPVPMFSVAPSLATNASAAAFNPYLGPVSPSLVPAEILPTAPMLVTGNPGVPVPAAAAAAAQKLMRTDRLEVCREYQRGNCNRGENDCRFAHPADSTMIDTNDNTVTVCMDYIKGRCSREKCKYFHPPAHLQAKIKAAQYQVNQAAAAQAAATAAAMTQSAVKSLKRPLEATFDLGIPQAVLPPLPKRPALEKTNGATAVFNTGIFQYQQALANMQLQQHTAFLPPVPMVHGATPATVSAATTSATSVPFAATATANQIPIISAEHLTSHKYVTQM
#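 Ratiometric TR-FRET (665 over 545 nm, excitation 340 nm) tracks disruption of MBNL1-His/biotin-(CUG)12 complex after 60 min at room temperature, with compounds at 92 nM to 58 uM final.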
# FLuc counter: firefly luciferase modulation, counter-screen for miR-21 project | P08659 | purified FLuc, Km substrates, luminescence inhibition | Potency, µM (top dose mostly 57.5 µM), for the others: at the highest dose activity change, negative = inhibition, hits mostly inhibitors | 360,000 compounds, 6.9% hits | AID 588342;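 further: plate controls were vehicle for no effect and reference inhibitor for full effect; nearly all actives have a fitted effect of over 55% in size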
#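 Purified P. pyralis luciferase, 10 nM final, with Km-level 10 uM D-luciferin and 10 uM ATP in 50 mM Tris acetate pH 7.5, 10 mM Mg acetate, 0.01% Tween-20, 0.05% BSA; 6-point qHTS titration about 60 µM downward; luminescence read.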
# Gal4-VP16 FLuc: inhibits Gal4-VP16 luciferase reporter, ROR gamma counter-screen; 310,000 compounds, 3.5% hits; Drosophila S2 Gal4-VP16 UAS-luciferase, luminescence, 20 h; Potency, µM (highest dose often 53.6 µM), without a hit: top-dose activity, negative = inhibition, usual class: inhibitors; AID 2546;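 further: Gal4-VP16 expression switched on by copper sulfate through the metallothionein promoter; on the % scale 0 is the no-effect control and ±100 the full control effect; nearly all actives have a fitted effect of over 50% in size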
# NPC1 promoter act: NPC1 promoter activation; Potency, µM (top dose mostly 9.22 µM), inactives show at the top dose activation, hits mostly activators; AID 485313; Huh7 NPC1 promoter luciferase reporter, 24 h; 320,000 compounds, 2.4% hits;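 further: % of control where 0% means no effect; nearly all actives have a fitted effect of over 60% in size; reporter is driven by a mutant NPC1 promoter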
#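 NPC1 promoter–luciferase Huh7 cells; 24 h compound; luminescence.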
# uPA surface inh: cell surface uPA generation inhibition. cell surface uPA generation assay, qHTS. Potency, µM (titrated, usually from 38.3 µM), inactives show at the top dose activity change, negative = inhibition, actives largely listed as inhibitors. AID 540303. 330,000 compounds, 0.31% hits; active means well fitted inhibition curve with a large enough effect; inconclusive means small, poorly fitted or top-dose-only effect; inactive means no such curve, though single readings can be large or run the other way; tested in mouse RAW 264.7 cells; further: on the % scale 0 is the no-effect control and ±100 the full control effect; nearly all actives have a fitted effect of over 55% in size
# Rab9 prom act: activators of Rab9 promoter; 320,000 compounds, 2.8% hits; Potency, µM (series often up to 9.22 µM), for inactives: at the top dose activation, negative = inhibition, most hits filed as activators; Huh7 Rab9 promoter-luciferase reporter, luminescence, 24 h; further: % of control where 0% means no effect; nearly all actives have a fitted effect of over 60% in size
#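 Cell-based reporter: Huh7 stable for Rab9 promoter-driven luciferase, plated in reduced-serum medium with 10% FBS at 1500 cells/well, compound-treated 24 h at 37 °C, luminescence read after 10 min reagent.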
# ELG1 genotox: inducers of genotoxicity in HEK293T ELG1-luciferase cells; HEK293T ELG1-luciferase reporter, luminescence, 16 h; 330,000 compounds, 1.3% hits; AID 504466; Potency, µM (titrated, usually from 46 µM), for the others: at the highest dose activity change, positive = activation, most hits filed as activators; further: % of control where 0% means no effect; nearly all actives have a fitted effect of over 60% in size
#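 Screening used a luciferase reporter fused to human ELG1 in HEK293T cells. Luminescence was read on a CCD plate imager after 16 hr exposure and 30 min ONE-Glo incubation.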
# * hit, by the source's call; ? = inconclusive; . = no result given; & = joins results of further samples; [ ] = dose if it differs, or a comment. Unless noted, the call rests on the fitted dose curve; in most records, active means well fitted curve in the direction sought with a large enough effect; inconclusive means small, poorly fitted or top-dose-only effect, or another doubt; inactive means no such curve, though single readings can be large; an effect the other way counts as inactive or inconclusive. Potency means the concentration at half of the fitted maximal effect.
(1) CCC(=O)/C=C1/Sc2ccccc2N1CC
(2) COc1ccc(CCNC(=O)c2ccc3c(c2)N(Cc2ccc(F)cc2)CCS3)c(OC)c1
(3) C=CCn1cn[nH]c1=S
(4) C#CCOCCOCCOCCNc1nc(N2CCN(C(=O)CCCCCCCCCCNC(=O)[C@H](CCCCN)n3cc(CCCC(=O)O)nn3)CC2)nc(N2CCN(C(=O)CCCCCCCCCCNC(=O)[C@@H]([C@H](C)O)n3cc(C)nn3)CC2)n1
(5) O=C(CCC(=O)N1CCN(Cc2ccc(F)cc2)CC1)Nc1nnc(C2CCCCC2)s1
(6) Cc1ccc(NC(=S)N2CCCC(CO)C2)c(C)c1 (configuration not stated)
(7) Cc1cccc(CN(CC(=O)N/N=C/c2cccs2)S(=O)(=O)c2ccc(Cl)cc2)c1
(8) CCOC(=O)C(CC(C)C)CP(=O)(O)CNC(=O)OCc1ccccc1 (configuration not stated)
assay / compound	1	2	3	4	5	6	7	8
RORg inh	-23%	23%	?	.	21%	-31%	?	-7%
p53 reactivation	?	3%	2%	?	-4%	8%	3%	-9%
CXXC DNA block	6%	7%	-19%	.	-5%	0%	4%	-2%
BRCA1 expr act	-36%	-17%	-20%	-7%	-32%	83%	-52%	-10%
MBNL1 CUG block	22%	48%[activator]	-2%	.	4%	2%	-1%	-15%
FLuc counter	-14%	-3%	0%	4%	2%	17µM*	-3%	5%
Gal4-VP16 FLuc	-1%	-4%	-13%	.	-11%	-4%	-19%	-15%
NPC1 promoter act	-1%	2%	0%	-4%	17%	17%	-9%	-2%
uPA surface inh	-2%	0%	.	-2%	0%	-2%	-2%	7%
Rab9 prom act	-3%	3%	0%	-3%	-3%	?	2%	0%
ELG1 genotox	-3%	-8%	0%	3%	-9%	10%	-7%	-2%

(9) Cn1cc(S(=O)(=O)N2CCCC2)cc1C(=O)NCc1ccccc1
(10) Cc1cc(NC(=O)CSc2[nH]c(=O)cc(C(F)(F)F)c2C#N)no1
(11) COc1ccc(N(CC(=O)Nc2cccc(N(C)S(C)(=O)=O)c2)S(=O)(=O)c2ccc(C)cc2)cc1
(12) COc1ccc(C(CNC(=O)c2ccc(Cl)c(NC(=O)c3cccs3)c2)N2CCCC2)cc1 (configuration not stated)
(13) Cc1oc(C(N)=O)nc1-c1ccccc1
(14) CC1(c2ccc(OC(F)F)cc2)NC(=O)N(CC(=O)N2CCN(C(=O)c3ccco3)CC2)C1=O (configuration not stated)
(15) CCN(CC)c1ccc(Nc2nc(N3CCOCC3)c3ccccc3n2)cc1
(16) CCOC(=O)C1CCN(c2cc3c(cc2NC(=O)c2ccc(OC)c(OC)c2)n(C)c(=O)n3C)CC1
assay / compound	9	10	11	12	13	14	15	16
RORg inh	36%	.	27%	.	0%	.	-42%	-9%
p53 reactivation	5%	5%	0%	9%	-2%	6%	-1%	-1%
CXXC DNA block	.	.	-4%	.	2%	.	7%	5%
BRCA1 expr act	-13%	-14%	-17%	-35%	18%	8%	-95%[inhibitor]	-26%
MBNL1 CUG block	-2%	.	-3%	.	-3%	.	-17%	-2%
FLuc counter	-1%	-2%	0%	-5%	1%	2%	-15%	-5%&-5%
Gal4-VP16 FLuc	5%	.	-2%	.	-5%	.	11µM*	-7%
NPC1 promoter act	-1%	1%	-1%	-1%	-4%	-2%	-5%	-8%
uPA surface inh	11%	-6%	-1%	-23%	1%	15%	.	8%
Rab9 prom act	-2%	0%	-3%	-1%	1%	-1%	-14%	0%
ELG1 genotox	-1%	-1%	-5%	-4%	-1%	1%	-10%	-4%[9.26 µM]

# Reprinted at random: 5 records from the list.
(14) CC1(c2ccc(OC(F)F)cc2)NC(=O)N(CC(=O)N2CCN(C(=O)c3ccco3)CC2)C1=O (configuration not stated)
(9) Cn1cc(S(=O)(=O)N2CCCC2)cc1C(=O)NCc1ccccc1
(10) Cc1cc(NC(=O)CSc2[nH]c(=O)cc(C(F)(F)F)c2C#N)no1
(13) Cc1oc(C(N)=O)nc1-c1ccccc1
(15) CCN(CC)c1ccc(Nc2nc(N3CCOCC3)c3ccccc3n2)cc1
assay / compound	14	9	10	13	15
RORg inh	.	36%	.	0%	-42%
p53 reactivation	6%	5%	5%	-2%	-1%
CXXC DNA block	.	.	.	2%	7%
BRCA1 expr act	8%	-13%	-14%	18%	-95%[inhibitor]
MBNL1 CUG block	.	-2%	.	-3%	-17%
FLuc counter	2%	-1%	-2%	1%	-15%
Gal4-VP16 FLuc	.	5%	.	-5%	11µM*
NPC1 promoter act	-2%	-1%	1%	-4%	-5%
uPA surface inh	15%	11%	-6%	1%	.
Rab9 prom act	-1%	-2%	0%	1%	-14%
ELG1 genotox	1%	-1%	-1%	-1%	-10%

# (continued)
(17) CCN(c1ccccc1)S(=O)(=O)c1ccc(Cl)c(NC(=O)c2ccc(=O)[nH]n2)c1
(18) COc1ccc(NC(=O)CN(C)C(=O)C(CCSC)NC(=O)c2ccccc2)cc1 (configuration not stated)
(19) O=C(CN1CCOCC1)NN=C(c1ccccc1)c1ccccc1
(20) CN(Cc1nccs1)C(=O)c1ccc(OC2CCN(CCc3ccccc3)CC2)cc1
(21) Cc1ccc(Cn2nc(C)c(NC(=O)C3(C)CC3(Br)Br)c2C)cc1 (configuration not stated)
(22) CCCC(=O)C1=C(O)C(C(=O)OC)C(C)(C)CC1=NCCc1ccccc1 (configuration not stated)
(23) COc1cccc(/C(O)=C2/C(=O)C(=O)N(c3ccccn3)C2c2ccc(OC)c(OC)c2)c1 (configuration not stated)
(24) NC(=S)NC1CC2CC1C1C=CCC21 (configuration not stated)
assay / compound	17	18	19	20	21	22	23	24
RORg inh	.	-9%	35%	-2%	22%	24%	-18%	28µM*
p53 reactivation	-1%	8%	0%	18%	1%	-40%[inhibitor]	3%	0%
CXXC DNA block	.	-1%	-12%	-6%	1%	-10%	7%	-16%
BRCA1 expr act	-16%	-16%	-2%	-26%	0%	0%	1%	2%
MBNL1 CUG block	.	-4%	3%	3%	-1%	3%	21%	-15%
FLuc counter	7%	-2%	-3%	0%	-3%	0%	-2%	-9%
Gal4-VP16 FLuc	.	-6%	-3%	-3%	-1%	-2%	6%	-2%
NPC1 promoter act	-9%	2%	-3%	2%	2%	-1%	1%	-1%
uPA surface inh	5%	-1%	.	-28%	8%	-1%	1%	-1%
Rab9 prom act	-4%	-3%	-3%	-3%	-8%	8%	-5%	0%
ELG1 genotox	0%	-8%	0%	-9%	-1%	-3%	2%	-1%

(25) Cc1ccc(NC(=O)CS(=O)CC(=O)N(CC(=O)NC2CCCC2)c2cccc(C)c2C)cc1 (configuration not stated)
(26) O=C(NC1CCCCC1)n1c(=O)oc2ccc(Cl)cc21
(27) CCc1ccc(N=C2N=C(N)c3ccccc32)cc1
(28) COc1cc2c(cc1NC(=O)CN(C)Cc1cccc(OC)c1OC)oc1ccccc12
(29) Cc1ccc(NC(=O)Nc2ccc3c(c2)nnn3C)cc1C
(30) CCC(C)NC(=O)CSC1=Nc2ccccc2C2=NC(CC(=O)NCc3ccccc3)C(=O)N12 (configuration not stated)
(31) CC(C)(C)NC(=O)COC(=O)CNC(=O)c1cc(Cl)cc([N+](=O)[O-])c1
(32) Cc1ccccc1C(=O)Nc1ccc(N2CCN(C(=O)c3ccco3)CC2)cc1
(33) Cc1ccc(NC2=CC(=O)C(=O)c3ccccc32)cc1
(34) CCn1c(CCNC(=O)c2ccc(OC)cc2)nnc1SCc1ccc(Cl)c(Cl)c1
assay / compound	25	26	27	28	29	30	31	32	33	34
RORg inh	-6%	29%	23%	?	2%	1%	-19%	40%	?	14%
p53 reactivation	-4%	16%	?	12%	16%	5%	-6%	0%	-36%[inhibitor]	-7%
CXXC DNA block	1%	-1%	12%	4%	5%	10%	17%	9%	-10%	-13%
BRCA1 expr act	-5%	40%	19%	-36%	2.8µM*	5%	-19%	-9%	-116%[inhibitor]	-58%
MBNL1 CUG block	4%	-1%	?	?	16%	1%	?	-5%	?	.
FLuc counter	3%	0%	2.7µM*	-4%	-7%	-2%	7%	1%	11µM*	-1%
Gal4-VP16 FLuc	2%	5%	10%	?	26%	1%	-6%	-9%	?	?
NPC1 promoter act	1%	-4%	-3%	4%	?	-1%	2%	-1%	8%	-2%
uPA surface inh	-5%	.	2%	0%	1%	0%	?	0%	.	-9%
Rab9 prom act	-8%	1%	29%	2%	?	8%	-5%	2%	0%	-3%
ELG1 genotox	-3%	?	?	1%	13%	4%	1%	-5%	-16%	-4%

# Screening results from PubChem BioAssay.

# A portion of the library. The share of hits here may be higher or lower than overall.
